High-throughput results: PubChem, National Center for Advancing Translational Sciences (NCATS)
aSyn tox rescue: qHTS of alpha-syn Inhibitors: NCGC Sytravon Library Screen | S. cerevisiae alpha-synuclein toxicity rescue, BacTiter-Glo growth, 24 h | Potency, µM (highest dose often 46.1 µM), for the others: top-dose growth rescue (activation), actives largely listed as activators | 94,000 tested, 0.02% active; active = well fitted activation curve with a large enough effect; inconclusive = small, poorly fitted or top-dose-only effect; also: 0% is about no effect
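Growth restoration measured by BacTiter-Glo luminescence after 24 hr at 30 deg C; alpha-synuclein yeast, raffinose-pregrown to mid-log, were added at OD600=0.02 in galactose medium onto pinned compounds.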
* hit, by the source's call; ? = inconclusive. Potency is read from the fitted curve at half-maximal effect.

SMILES | aSyn tox rescue
CC(=O)c1cccc(NC(=O)c2nc(-c3ccccc3)n(-c3ccccc3)n2)c1 | -4%
CN(C1CCCCC1)S(=O)(=O)c1ccc2c(c1)c(=O)c(C(=O)N1CCN(c3ccc(F)cc3)CC1)cn2C | 2%
O=C(CCC1N=C2c3ccccc3N=C(SCc3cccc(Cl)c3)N2C1=O)N1CCN(c2ccccc2)CC1 (configuration not stated) | 6%
Cc1ccc(NC(=O)Cn2nnc(-c3ccccc3-n3cnnn3)n2)c(C)c1 | -6%
Cc1cc(C)c(/C=C/c2onc(C)c2S(=O)(=O)N2CCC(C(=O)NCCc3ccccc3)CC2)c(C)c1 | 3%
CCOC(=O)c1[nH]c(C)c(/C(O)=C2\C(=O)C(=O)N(CCCN3CCOCC3)C2c2cccs2)c1C (configuration not stated) | -1%
COc1ccc(OC)c(-c2noc(CSc3nnc(-c4ccccc4)n3-c3ccccc3)n2)c1 | 0%
Cc1ccc(N(Cc2ccccc2)C(=O)c2cc(S(=O)(=O)N3CCOCC3)ccc2Cl)cc1 | 1%
CCN(Cc1ccccc1)C(=O)CN1C(=O)COc2ccc(S(=O)(=O)N(CC)CC)cc21 | ?
CCCc1cc(C(=O)Nc2cc(C)on2)no1 | -2%
Cc1ccc(NC(=O)C2CCCN2S(=O)(=O)c2ccc3c(c2)CCCC(=O)N3)cc1C (configuration not stated) | -1%
COc1ccccc1C1=NOC(COC(=O)c2ccc([N+](=O)[O-])cc2)C1 (configuration not stated) | -7%
COc1ccc(C(=O)N(NC(=O)Oc2ccccc2)C(C)(C)C)cc1 | -3%
COC(=O)N(C)C[C@@H]1OCc2cnnn2CCCC(=O)N([C@@H](C)CO)C[C@H]1C | 11%
O=C(Cn1nc(Cc2cccnc2)c2ccccc2c1=O)NCc1ccc(F)cc1 | 6%
C=CCn1c(SCC(=O)N(C)C2CCS(=O)(=O)C2)nnc1-c1ccccc1 (configuration not stated) | -5%
Cc1cc(C(=O)N(C)Cc2c(F)cccc2Cl)c2ccccc2n1 | 4%
O=C(CSc1nc(-c2ccccc2)cn1-c1ccccc1)Nc1ccccc1 | 24%
Cc1ccc2c(CC(=O)N(Cc3ccc(N(C)C)cc3)Cc3ccco3)coc2c1C | 4%
CCOc1cc(CNC(=O)c2ccc3c(c2)N(C)C(=O)C2CCCCN32)cc(OCC)c1OCC (configuration not stated) | -12%
O=C(O)c1ccc2c(c1)CCC2 | 3%
COc1ccc(-c2nc3c(c(SCC(=O)N4CCCCC4)n2)Cc2cc(C)ccc2O3)cc1 | -5%
CCN1CCN(c2ncnc3c2cnn3-c2ccc(F)cc2)CC1 | 9%
CC(=O)c1ccc(NC(=O)CC(c2cccs2)N2Cc3ccccc3C2=O)cc1 (configuration not stated) | 0%
CC(=O)Nc1ccc(NC(=O)CCNS(=O)(=O)c2cccc3nsnc23)cc1 | -4%
CC(NCC(=O)NC(=O)NC1CCCC1)c1ccc(Cl)cc1Cl (configuration not stated) | 2%
COCCCNC(=O)CCCn1c(=O)c2ccccc2n(Cc2cccc([N+](=O)[O-])c2)c1=O | -6%
Cc1ccc(C2c3c(-c4ccccc4O)n[nH]c3C(=O)N2CCCO)cc1 (configuration not stated) | -4%
CC1=C(c2ccc(Cl)cc2)S(=O)(=O)NC1=NCc1ccc(C)cc1 | 2%
CC(C)c1ccc(NC(=O)C2CCCN(S(=O)(=O)c3cccc4nonc34)C2)cc1 (configuration not stated) | 4%
CN(CCOc1ccccc1)CC(=O)Nc1ccc(Br)cc1F | 1%
Cc1ccc(NC(=O)CSC2=NN3CCCC(=O)N=C3S2)cc1Cl | -10%
COc1ccc(S(=O)(=O)N2CCCCCC2)cc1C(=O)N(C)CC(=O)Nc1ccc(F)cc1 | -8%
Cc1ccccc1NC(=O)c1ccc2[nH]c(C)c(C)c2c1 | 5%
CNC[C@H]1Oc2cc(Br)ccc2S(=O)(=O)N([C@H](C)CO)C[C@H]1C | 6%
C[C@@H]1CN([C@@H](C)CO)C(=O)CCCn2nncc2CO[C@H]1CN(C)C(=O)Nc1ccc(F)cc1 | -4%
CCCN(C(=O)C1CCN(S(=O)(=O)c2ccc(OC)c(OC)c2)CC1)C1CCS(=O)(=O)C1 (configuration not stated) | 2%
COc1ccc(C(=O)NNc2ncnc3c2cnn3-c2cccc(Cl)c2)cc1OC | -6%
CCCN(CCC)C(=O)Cn1c(=O)n(CCCCCC(=O)NCc2ccc3c(c2)OCO3)c(=O)c2sccc21 | 5%
Nc1ccccc1C(=O)N1CCCC1 | 2%

Another view of part of the listing above:
structure,aSyn tox rescue
CCN1CCN(c2ncnc3c2cnn3-c2ccc(F)cc2)CC1,9%
CC(=O)c1ccc(NC(=O)CC(c2cccs2)N2Cc3ccccc3C2=O)cc1 (configuration not stated),0%
CC(=O)Nc1ccc(NC(=O)CCNS(=O)(=O)c2cccc3nsnc23)cc1,-4%
CC(NCC(=O)NC(=O)NC1CCCC1)c1ccc(Cl)cc1Cl (configuration not stated),2%
COCCCNC(=O)CCCn1c(=O)c2ccccc2n(Cc2cccc([N+](=O)[O-])c2)c1=O,-6%
Cc1ccc(C2c3c(-c4ccccc4O)n[nH]c3C(=O)N2CCCO)cc1 (configuration not stated),-4%
CC1=C(c2ccc(Cl)cc2)S(=O)(=O)NC1=NCc1ccc(C)cc1,2%
CC(C)c1ccc(NC(=O)C2CCCN(S(=O)(=O)c3cccc4nonc34)C2)cc1 (configuration not stated),4%
CN(CCOc1ccccc1)CC(=O)Nc1ccc(Br)cc1F,1%
Cc1ccc(NC(=O)CSC2=NN3CCCC(=O)N=C3S2)cc1Cl,-10%
COc1ccc(S(=O)(=O)N2CCCCCC2)cc1C(=O)N(C)CC(=O)Nc1ccc(F)cc1,-8%
Cc1ccccc1NC(=O)c1ccc2[nH]c(C)c(C)c2c1,5%
CNC[C@H]1Oc2cc(Br)ccc2S(=O)(=O)N([C@H](C)CO)C[C@H]1C,6%
C[C@@H]1CN([C@@H](C)CO)C(=O)CCCn2nncc2CO[C@H]1CN(C)C(=O)Nc1ccc(F)cc1,-4%
CCCN(C(=O)C1CCN(S(=O)(=O)c2ccc(OC)c(OC)c2)CC1)C1CCS(=O)(=O)C1 (configuration not stated),2%
COc1ccc(C(=O)NNc2ncnc3c2cnn3-c2cccc(Cl)c2)cc1OC,-6%
CCCN(CCC)C(=O)Cn1c(=O)n(CCCCCC(=O)NCc2ccc3c(c2)OCO3)c(=O)c2sccc21,5%
Nc1ccccc1C(=O)N1CCCC1,2%

(next part)
SMILES | aSyn tox rescue
COC(=O)c1cc(C)nc2c1c(=O)nc(SCc1cccc(C(F)(F)F)c1)n2C1CC1 | 13%
Cc1c(Cl)ccc2sc(N3CCN(C(=O)CCS(=O)(=O)c4ccc(F)cc4)CC3)nc12 | ?
O=C(/C=C/c1ccccc1)N1CCC(N2CCC(C(=O)N3CCOCC3)CC2)CC1 | -18%
O=C(Nc1ccc(Br)cc1)c1ccc(F)c(S(=O)(=O)NC2CCCCCC2)c1 | 18%
[O-][N+]12CCCCC1CCCC2CO (configuration not stated) | -2%
CCC(NC(=O)Nc1cc(OC)ccc1OC)c1c(-n2cccc2)sc2c1CCN(CC)C2 (configuration not stated) | 3%
N#Cc1ccc(C(=O)Nc2cc(S(=O)(=O)N3CCOCC3)ccc2N2CCOCC2)cc1 | 4%
O=C(CSc1nc2c([nH]c3ccccc32)c(=O)n1-c1cccc(Cl)c1)N1CCc2ccccc21 | 10%
O=C(Nc1nnc(S(=O)(=O)N2CCc3ccccc32)s1)c1cccc(Cl)c1 | 8%
Cc1ccccc1NC(=O)CSc1nc(-c2ccccc2)cn1-c1ccccc1F | 2%
COc1cccc(C(=O)Nc2ccc3nc(N4CCC(C)CC4)cc(C)c3c2)c1 | -9%
O=C(NC1CCCC1)C1CCN(S(=O)(=O)N2CCCCC2)CC1 | 10%
O=C(c1ccccc1Cl)N(Cc1ccco1)c1ccccn1 | 9%
Cc1cccc(CC(=O)Nc2cccc(-c3nc4cccnc4s3)c2)c1 | -21%
CCn1cc(/C=C(\NC(=O)c2ccccc2OC)C(=O)NCCN2CCOCC2)c2ccccc21 | 5%
COc1cccc(Cn2c(SCC(=O)N(C)c3ccccc3)nc3ccccc32)c1 | 13%
Cc1ccc(C(=O)Nc2ccccc2)cc1S(=O)(=O)Nc1ccccc1 | 5%
C[C@H]1CN([C@@H](C)CO)C(=O)CCCn2nncc2CO[C@H]1CN(C)C(=O)C1CC1 | 1%
COc1ccc(-c2nc3ccccc3o2)cc1NC(=O)C(C)(C)Oc1ccc(Br)cc1 | -8%
Cc1ccc(NC(=O)c2sc(-n3nc(C)c(Cc4ccc5c(c4)OCO5)c3C)nc2C)cc1C | -14%
O=C(COc1ccc(Cl)cc1)N(Cc1ccco1)c1ccccn1 | 8%
Cc1ccc(NC(=O)CSc2nc3ccccc3c3nc(CCc4c(C)n[nH]c4C)nn23)c(C)c1 | -1%
CC(C)N(Cc1ccccc1)S(=O)(=O)c1ccc(Cl)nc1 | 12%
CCN(CC)C(=O)CSc1nnc2nnc3cc(Cl)ccc3n12 | -18%
CCOC(=O)C(C)N1c2cccc3cccc(c23)S1(=O)=O (configuration not stated) | -2%
CCOc1ccccc1NC(=O)COC(=O)c1cn(CC)c2nc(C)ccc2c1=O | 6%
CCN1CCN(Cc2ccc(NC(=O)c3ccc(C)c(NC(=O)C(=O)c4c[nH]c5ccccc45)c3)cc2C(F)(F)F)CC1 | -21%
Clc1cccc(N2CCN(c3ncnc4nc[nH]c34)CC2)c1 | 9%
Cn1cc(C(=O)O)c(=O)c2cc(S(=O)(=O)N3CCCCC3)ccc21 | 5%
COc1ccc(OC)c(CCNC(=O)CCCn2c(=O)c3cccn3c3cccnc32)c1 | 1%
COCCN(Cc1nc2ccccc2c(=O)[nH]1)C(=O)COc1ccccc1-c1ccccc1 | 16%
C=CCn1c(SCC(=O)c2c(N)n(C3CC3)c(=O)[nH]c2=O)nnc1-c1ccc(OC)cc1 | -8%
COc1cc(OC)c(OC)cc1/C=N/Nc1ncnc2c1[nH]c1ccc(C)cc12 | 0%
Cc1cccc(Cn2c(=O)n(CC3CCC(C(=O)N4CCOCC4)CC3)c(=O)c3sccc32)c1 (configuration not stated) | 2%
Cn1cnc2c1c(=O)n(Cc1ccccc1)c(=O)n2C | -3%
O=C(CSc1nnc2[nH]c(=O)cc(-c3ccccc3)n12)Nc1cc(C(F)(F)F)ccc1Cl | 1%
Cc1ccc(OCCNC(=O)c2ccccc2SCC(=O)N2CCCC2)cc1 | 4%
CCC(C)Nc1oc(-c2ccc(COc3ccc(Cl)cc3)o2)nc1C#N (configuration not stated) | -1%
COC(=O)c1c(SCC(=O)Nc2ccccc2C(F)(F)F)[nH]c2ccc(Cl)cc2c1=O | -4%
COc1cc(NC(=O)c2cc(-c3cccc(O)c3)on2)cc(OC)c1OC | 2%
CCOc1ccc(C(=O)NCC(=O)N2CC=C(c3ccccc3)CC2)cc1OCC | -11%
Cc1cc(C)cc(NC(=O)CSc2nncn3c2cc2occc23)c1 | -10%
CC(C)CC(c1nnnn1C(C)C)N1CCN(C(=O)c2ccco2)CC1 (configuration not stated) | -3%
Cc1cc(C(=O)Nc2cc(S(C)(=O)=O)ccc2Cl)no1 | -2%
Cc1c(C(=O)NN)sc(-c2ccccc2)c1C#N | -5%
CC(=O)c1cccc(NC(=O)c2cc(S(=O)(=O)N3CCCCC3)ccc2N2CCOCC2)c1 | 7%
O=C(Nc1ccc(Br)cn1)C1CCN(S(=O)(=O)c2cccs2)CC1 | 8%
Cc1cc(Cl)ccc1N(CC(=O)N(C)Cc1ccccc1)S(C)(=O)=O | 9%
C=CC(C)Sc1nc2c(c(=O)n(C)c(=O)n2C)n1Cc1ccccc1Cl (configuration not stated) | -1%
COc1ccc(S(=O)(=O)Nc2ccc(O)c(Sc3nc4ccccc4s3)c2)cc1 | -6%

Other results follow:
SMILES | aSyn tox rescue
CCOC(=O)c1ccc2c(c1)sc1nc(-c3ccc(OCC)cc3)cn12 | -3%
Cc1cnc(NS(=O)(=O)c2ccc(Cl)cc2)c(Br)c1 | 6%
Cc1ccc(NC(=O)Cn2c(=O)oc3cc(S(=O)(=O)N4CCCCC4)ccc32)c(C)c1 | 1%
CCCOc1ccc(C(=O)C(CN2CCCC2)c2ccccc2)cc1 (configuration not stated) | 12%
O=C(NCc1ccccc1Cl)c1ccccc1NC(=O)c1nsc2ccccc12 | -8%
COC(=O)c1sc2cccc(F)c2c1S(=O)(=O)Nc1ccc(C)cc1Cl | ?
O=C(CSc1cn(CCNC(=O)c2cccs2)c2ccccc12)NC1CCCCC1 | 3%
CC1CCN(S(=O)(=O)c2ccc3c(c2)N(CC(=O)NCc2ccccc2Cl)C(=O)CS3)CC1 | -3%
COc1cccc(N2CC(NC(=O)c3ccc(S(=O)(=O)N4CCOCC4)cc3)CC2=O)c1 (configuration not stated) | -13%
CCCc1cc(=O)oc2cc(C)cc(OC(C)C(=O)N[C@@H](Cc3c[nH]c4ccccc34)C(=O)O)c12 (some centres not stated) | -9%
CN(CC(=O)Nc1cccc(F)c1)S(=O)(=O)c1ccc2c(c1)n(C)c(=O)c(=O)n2C | ?
OC(COc1ccc(Cl)cc1)CN1CCN(c2cccc(Cl)c2)CC1 (configuration not stated) | -3%
Cc1cccc(C)c1NC(=O)CN1CCN(C(=O)CNC(=O)Cc2cccc3ccccc23)CC1 | -6%
O=C(Nc1cccc(C(=O)O)c1)/C(=C\c1ccccc1)NC(=O)c1ccc(Br)o1 | -4%
Cc1cc(NC(=O)c2cc(-c3ccc(Cl)cc3)on2)nn1Cc1ccc(Cl)cc1 | -10%
O=C(Nc1ccccc1F)C1CCCN(S(=O)(=O)c2ccccc2)C1 (configuration not stated) | -13%
CCOc1ccc2nc(SCC(=O)NCC3CCCO3)c(C#N)cc2c1 (configuration not stated) | 10%
COc1ccc(Cn2c(=O)oc3ccccc32)cc1 | 5%
COc1ccc(-c2cn3c(n2)sc2cc(C(=O)NCCC4=CCCCC4)ccc23)cc1 | 1%
COc1cc(NS(=O)(=O)c2ccc3[nH]c(=O)[nH]c3c2)cc(OC)c1 | 0%

This is a subset; the hit share may differ from the screen's.
